LDHA block = qHTS assay for inhibitors of human lactate dehydrogenase. L-lactate dehydrogenase A chain (Homo sapiens), P00338. purified LDHA, NADH/diaphorase-resazurin fluorescence; active compounds read low. activity change, % (values are at about 110 or 230 µM). 480,000 compounds, 0.15% hits. AID 1347041, 2019; in the data active means activity change below about -30%; inconclusive means mostly about -25% to -30%;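 further: plate controls were DMSO wells for no effect and wells without enzyme for full effect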
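Remaining NADH was detected by diaphorase (0.133 mg/mL) converting 37 µM resazurin to fluorescent resorufin, read at 0 and 20 minutes. The preceding 5-minute room-temperature reaction used 2 nM LDHA, 0.2 mM sodium pyruvate and 0.06 mM NADH at pH 7.4.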
Glioma ERSR ind = qHTS for Inducers of the Endoplasmic Reticulum Stress Response (ERSR) in Human Glioma: qHTS; U87-MG GRP78 promoter luciferase reporter, 16 h; Potency, µM, for inactives: top-dose activation, actives largely listed as activators; 420,000 compounds, 0.02% hits; further: potency means the concentration at half of the fitted maximal effect; series mostly up to about 76 µM; % of control where 0% means no effect; nearly all actives have a fitted effect of over 35% in size
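Stably transfected U87-MG human glioma cells carrying a GRP78-based luminescent sensor were seeded at 1000 cells/well, pin-dosed with compounds and incubated 16 h. Luciferase reagent was then added, and end-point luminescence was read after 10 min at room temperature.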
D2 antag = HTS Assay for Allosteric Antagonists of the Human D2 Dopamine Receptor: Primary Screen for Antagonists; HEK293 TREx D2 cells, calcium flux, dopamine EC80; 340,000 compounds, 2% hits; inhibition, % at 10 µM; AID 485344, 2010; D(2) dopamine receptor (Homo sapiens), P14416; in the data active means inhibition above about 30%; further: 0% is about no effect
Target sequence (P14416 whole entry, looked up): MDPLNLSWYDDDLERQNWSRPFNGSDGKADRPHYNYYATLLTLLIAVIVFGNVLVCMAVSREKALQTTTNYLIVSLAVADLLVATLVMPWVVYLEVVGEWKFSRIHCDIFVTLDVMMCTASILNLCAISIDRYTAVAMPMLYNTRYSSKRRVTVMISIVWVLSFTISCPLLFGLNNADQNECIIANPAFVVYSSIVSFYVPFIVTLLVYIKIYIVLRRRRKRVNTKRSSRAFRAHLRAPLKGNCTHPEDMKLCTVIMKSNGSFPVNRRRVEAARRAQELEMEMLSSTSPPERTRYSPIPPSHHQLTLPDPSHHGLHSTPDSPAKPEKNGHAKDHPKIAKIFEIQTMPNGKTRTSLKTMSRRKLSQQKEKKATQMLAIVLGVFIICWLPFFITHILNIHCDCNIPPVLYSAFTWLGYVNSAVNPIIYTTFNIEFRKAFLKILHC
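Tetracycline-induced HEK293 T-REx cells expressing D2 force-coupled to calcium signalling were dye-loaded, exposed to compound for 180 s, then challenged with an EC80 of dopamine; calcium flux was followed kinetically for a further 180 s.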
Vif-APOBEC3F blk = qHTS for Inhibitors of Vif-A3F Interactions: qHTS. HeLa A3F-eYFP + Vif (tagged APOBEC3F with the HIV-1 protein that degrades it), YFP fluorescence increase. Potency, µM (titrated, usually from 46.1 µM), inactives show at the highest dose activity, negative = active. 390,000 compounds, 0.2% hits. AID 602313, 2012; further: potency means the concentration at half of the fitted maximal effect; % of control where 0% means no effect; nearly all actives have a fitted effect of over 65% in size
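HeLa cells stably expressing A3F-eYFP plus Vif, plated and incubated overnight at 37 deg C, then exposed to compounds overnight at 37 deg C. Blocked degradation read as raised yellow fluorescence (Ex 488/Em 500-530).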
D2 agonist = HTS Assay for Allosteric Agonists of the Human D2 Dopamine Receptor: Primary Screen for Agonists | D(2) dopamine receptor (Homo sapiens), P14416 | HEK293 T-REx D2 cells, calcium flux agonist mode | activation, % at 2 µM | 340,000 compounds, 0.53% hits | AID 485358, 2010;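 active means activation over 3 SD above normal in the single-dose calcium agonist read, cut at about 30% in these data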; further: 0% is about no effect
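Calcium-flux readout, 1 cycle/sec over 180 s following compound pin transfer, in inducible HEK293 Trex D2 cells (force-coupled); dopamine controls included. Positive calcium responses during this window marked compounds as potential agonists.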
12-LOX inh = Primary qHTS assay for inhibitors of human arachidonate 12S-lipoxygenase (ALOX12): Round 2; Polyunsaturated fatty acid lipoxygenase ALOX12 (Homo sapiens), P18054; purified 12hLO, xylenol orange hydroperoxide absorbance; Potency, µM (titrated, usually from 108 µM), inactives show top-dose activity change, negative = inhibition, usual class: inhibitors; 580,000 compounds, 1.1% hits; AID 1671190, 2021; further: potency means the concentration at half of the fitted maximal effect; on the % scale 0 is the no-effect control and ±100 the full control effect
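Purified human 12hLO at 150 nM in 25 mM Hepes, 0.01% Triton X-100, pH 7.0, preincubated 15 min at room temperature with compound. Reaction started with 40 uM arachidonic acid, 30 min at room temperature. Hydroperoxide measured by Fe-xylenol orange, 573/405 nm absorbance ratio.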
Vif-APOBEC3G blk = qHTS for Inhibitors of Vif-A3G Interactions: qHTS; Potency, µM (series often up to 46.1 µM), inactives show top-dose activity, negative = active, usual class: inhibitors; 410,000 compounds, 0.076% hits; HeLa A3G-eYFP + Vif (tagged APOBEC3G with the HIV-1 protein that degrades it), YFP fluorescence, overnight; DNA dC->dU-editing enzyme APOBEC-3G (Homo sapiens), Q9HC16;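 further: potency means the concentration at half of the fitted maximal effect; on the % scale 0 is the no-effect control and ±100 the full control effect; nearly all actives have a fitted effect of over 60% in size; hits raise eYFP signal because A3G escapes Vif-driven loss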
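HeLa cells stably expressing Vif and C-terminally eYFP-tagged A3G, seeded overnight at 37 deg C, then exposed to compound by pintool overnight at 37 deg C. Rise in yellow fluorescence (Ex 488/Em 500-530, Acumen) marks blocked Vif-driven A3G degradation.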
ERG Ets-DNA blk = qHTS for Small Molecule Inhibitors of the ERG Ets/DNA interaction. fluorescence polarization, His-ERG Ets domain / labelled DNA. 370,000 compounds, 0.028% hits. Potency, µM (highest dose often 76.9 µM), inactives show at the highest dose FP activity, negative = inhibition, actives largely listed as inhibitors. AID 624246, 2012; active means well fitted inhibition curve with a large enough effect in the polarisation, with a control signal flat; inconclusive means small, poorly fitted or top-dose-only effect, or effect the other way, or a change in a side signal; inactive means no such curve, though single readings can be large or run the other way; the % refers to the polarisation;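 further: polarization taken with two DNA probes labelled with fluorescein and Texas red; potency means the concentration at half of the fitted maximal effect; % of control where 0% means no effect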
Target sequence (P11308 whole entry, looked up, the tested form may be a part): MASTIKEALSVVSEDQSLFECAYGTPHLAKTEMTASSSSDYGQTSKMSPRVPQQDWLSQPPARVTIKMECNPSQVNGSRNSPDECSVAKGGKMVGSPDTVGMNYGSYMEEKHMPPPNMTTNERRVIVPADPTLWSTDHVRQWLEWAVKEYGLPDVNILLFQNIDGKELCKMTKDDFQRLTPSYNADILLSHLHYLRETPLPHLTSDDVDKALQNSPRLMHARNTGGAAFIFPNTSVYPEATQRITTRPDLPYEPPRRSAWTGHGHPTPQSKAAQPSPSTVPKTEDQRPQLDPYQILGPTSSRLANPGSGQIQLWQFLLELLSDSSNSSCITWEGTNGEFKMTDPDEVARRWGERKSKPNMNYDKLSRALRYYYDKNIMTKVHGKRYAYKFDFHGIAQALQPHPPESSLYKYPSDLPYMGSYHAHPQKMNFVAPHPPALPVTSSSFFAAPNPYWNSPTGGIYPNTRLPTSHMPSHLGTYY
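His-tagged ERG Ets domain (1 uM in the protein solution; 300mM KCl, 50mM Tris-HCl, 1mM EDTA, 1mM DTT, pH 7.5) received compound, then a probe mix of 5 nM fluorescein-DNA and 100nM Texas-615-DNA. Fluorescence polarization was read for both dyes.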
RGS4 inhibitor = Inhibitors of Regulator of G Protein Signaling (RGS) 4: qHTS | Transcreener GDP fluorescence polarization, RGS4-accelerated GTP hydrolysis | Potency, µM (highest dose often 114 µM), for the others: at the highest dose activity change, negative = inhibition, most hits filed as inhibitors | 390,000 compounds, 0.039% hits; further: potency means the concentration at half of the fitted maximal effect; on the % scale 0 is the no-effect control and ±100 the full control effect; nearly all actives have a fitted effect of over 75% in size; some results filed as inactive show a strong effect at the top dose
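MLSMR compounds (23 nl, pin-transferred) preincubated 10 min at room temperature with a 500nM (2x) first reagent, then RGS4 at 900nM (2x) plus Transcreener GDP mix added; fluorescence polarization (620/688 nm) read before and after 90 min at 30 °C.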
* marks the source's active call; other numbers are inactive results; ? = inconclusive; / = no result given; & = joins results of further samples; [ ] = another dose, or the depositor's remark. Unless noted, the call rests on the fitted dose curve; in most records, active means well fitted curve in the direction sought with a large enough effect; inconclusive means small, poorly fitted or top-dose-only effect, or another doubt; inactive means no such curve, though single readings can be large; an effect the other way counts as inactive or inconclusive.

SMILES	LDHA block	Glioma ERSR ind	D2 antag	Vif-APOBEC3F blk	D2 agonist	12-LOX inh	Vif-APOBEC3G blk	ERG Ets-DNA blk	RGS4 inhibitor
O=C(COc1ccc2c(c1)OCO2)Nc1nccs1	0	-15%	-9	1%	2.0	0%	-2%	7%	8%
CC(C)n1c(=O)nc(-c2ccccc2)c2cc3c(cc21)OCO3	0	-3%	/	-8%	/	-8%	-1%	/	/
CCN(CC)CCNC(=O)c1ccc(NC(C)=O)cc1	-8&-7	-1%&-3%&-2%&-3%	-4&-21	7%&-3%	1.3&1.0	1%&-3%	-1%&0%	-2%&4%	?
O=C(NC(=S)NC(CO)Cc1ccccc1)c1ccc(F)cc1 (configuration not stated)	-3	18%	-6	-10%	-0.3	40µM*	-7%	9%	0%
CCOC(=O)CCC(NC(=O)c1ccc(CNc2nc3cc(C(F)(F)F)ccc3nc2C(=O)OCC)cc1)C(=O)OCC (configuration not stated)	-4	-2%	/	-2%	/	?	-1%	/	-49%
Cc1cc(/C=N/NC(N)=O)c(C)n1C1CCCCC1	0	0%	-4	6%	-0.3	6%	5%	13%	-21%
Cc1ccc(CC(=O)Nc2ccncc2)cc1	-4	0%	/	10%	/	-4%	6%	8%	6%
Cc1sc2ncn(CC(=O)N3CCC(C(N)=O)CC3)c(=O)c2c1S(=O)(=O)N1CC(C)CC(C)C1 (configuration not stated)	-6	-2%	5	-4%	0.1	0%	0%	6%	6%
CC1CCCCN1C(=O)CSc1nc2ccccc2nc1Cc1ccccc1 (configuration not stated)	-1	-1%	/	-13%	-0.7	0%	3%	0%	3%
O=C(NCc1ccc2c(c1)OCO2)c1ccccc1	1	2%	13	-8%	-0.3	-17%	-7%	0%	-26%
CCOC(=O)C1CCN(C(=O)CCn2c(=O)[nH]c3ccccc3c2=O)CC1	1	-7%	-8	-3%	1.2	33%[activator]	1%	-2%	11%
COc1ccc(NC(=O)c2cc(S(=O)(=O)N3CCOCC3)cs2)cc1	-8	-2%	-5	-13%	0.1	-4%	0%	4%	0%
CC1=NN(C(=O)COc2ccccc2)C(O)(c2cccnc2)C1 (configuration not stated)	-1	-3%	-1	2%	0.0	9%	6%	-4%	-12%
NC(=O)C1CCN(c2ccc(S(=O)(=O)N3CCC(Cc4ccccc4)CC3)cn2)CC1	-1	-6%	4	0%	0.5	-5%	6%	6%	-11%
CCN(CC)c1cc(C)c2cc(NC(=O)/C=C/c3ccc(C)cc3)ccc2n1	0	-2%	/	-2%	-1.2	-14%	-1%	-2%	0%
CCOc1ccccc1N1CCN(C(=O)c2ccncc2)CC1	-2	-3%	-7	-23%	-0.2	19%	-4%	/	-9%
Cc1cc(C(F)(F)F)n(-c2nc(C(=O)NNS(=O)(=O)c3ccccc3)cs2)n1	-5	13%	12	2%	-0.5	-10%	0%	-3%	-10%
O=c1nc2n(c3ccc([N+](=O)[O-])cc13)CCCCC2	-3	-2%	4	7%	0.2	3%	2%	13%	-32%
Cc1ccc2oc(=O)c3cc(C(=O)Nc4ccc(C)c(F)c4)sc3c2c1	-1	6%	/	-11%	0.2	-2%	-2%	-9%	11%
CC(=O)c1ccc(N2CCN(CC(=O)N(CC(C)C)c3c(N)n(CC(C)C)c(=O)[nH]c3=O)CC2)cc1	-1	-2%	13	4%	0.8	-6%	-3%	-3%	-38%
CCC(CO)Oc1cc(NCc2ccccc2OC)c2ncn(C(C)C)c2c1 (configuration not stated)	17	-6%	/	-5%	/	-16%	-3%	-4%	-6%
CCC(C)NC(=O)N[C@@H](CCSC)C(=O)O (some centres not stated)	-1	-4%	6	-6%	-0.3	9%	0%	3%	-5%
C=CCNC(=O)NC(=O)COC(=O)CCCSc1nc2ccccc2[nH]1	-10	-1%	27	-8%	-0.4	0%	-4%	4%	49%
CCOC(=O)c1c(C)oc2c1C(=O)c1ccccc1C2=O	7	6%	22	0%	5.9	-29%	-1%	2%	17%[11.4 µM]
CC1(C(=O)NS(=O)(=O)c2cccc(C#N)c2)CCN1C(=O)C1(c2ccccc2)CC1 (configuration not stated)	1	-2%	/	/	/	?	-1%	/	/

Some entries already given, reduced to LDHA block:
Structure | LDHA block
CC1=NN(C(=O)COc2ccccc2)C(O)(c2cccnc2)C1 (configuration not stated) | -1
CC1CCCCN1C(=O)CSc1nc2ccccc2nc1Cc1ccccc1 (configuration not stated) | -1
CCC(CO)Oc1cc(NCc2ccccc2OC)c2ncn(C(C)C)c2c1 (configuration not stated) | 17
Cc1ccc2oc(=O)c3cc(C(=O)Nc4ccc(C)c(F)c4)sc3c2c1 | -1
CCN(CC)c1cc(C)c2cc(NC(=O)/C=C/c3ccc(C)cc3)ccc2n1 | 0
O=C(NCc1ccc2c(c1)OCO2)c1ccccc1 | 1

Structures listed above that bear a hit mark in 12-LOX inh.
SMILES | LDHA block | D2 antag | Vif-APOBEC3F blk | 12-LOX inh | ERG Ets-DNA blk | RGS4 inhibitor
O=C(NC(=S)NC(CO)Cc1ccccc1)c1ccc(F)cc1 (configuration not stated) | -3 | -6 | -10% | 40µM* | 9% | 0%

(more compounds)
SMILES	LDHA block	Glioma ERSR ind	D2 antag	Vif-APOBEC3F blk	D2 agonist	12-LOX inh	Vif-APOBEC3G blk	ERG Ets-DNA blk	RGS4 inhibitor
CN(C)c1ccc(C(C#N)c2ccc(Cl)cc2)nn1 (configuration not stated)	-3	3%	-12	?	1.3	-7%	-3%	0%	11%
CC(=O)Nc1ccc(S(=O)(=O)N2C(C)CCCC2C)cc1 (configuration not stated)	-2	-1%	-2	-3%	0.5	-3%	0%	-17%	-9%
COc1ccc(C)cc1NC(=O)CO/N=C(\N)CC(=O)Nc1ccccc1OC	1	0%	15	2%	0.4	0%	-2%	6%	12%
C=CCNc1cc(C)oc(=O)c1C(=O)CCC	-2	-2%	-4	0%	0.3	20%	1%	-11%	0%
COc1cc(CN2CCCCCC2)cc([N+](=O)[O-])c1O	-1	-1%	-5	0%	0.2	-52%	4%	-14%	12%
Cc1ccc2cc3cc(C(=O)NCCCN4CCCCCC4)oc3nc2c1	4	3%	2	/	0.6	?	2%	-1%	?
CC(C)c1cc(C(=O)N2CCCC(Nc3ccc(F)cc3)C2)n[nH]1 (configuration not stated)	-6	2%	6	-1%	0.0	-3%	1%	4%	20%
CCOC(=O)c1c(-c2ccccc2)csc1NC(=O)C(C)NCCCN1CCOCC1 (configuration not stated)	-34*	1%	-5	-2%	1.5	-3%	-1%	14%	27%
Oc1ccc(Cl)cc1-c1cc(C(F)(F)C(F)F)nc(-c2ccccc2)n1	-1	-2%	/	2%	/	3%	-1%	3%	-25%
CCc1nc(Nc2ccccc2)c2oc3ccccc3c2n1	0	5%	-8	-2%	-1.6	-13%	2%	1%	-10%
Cc1cccn2c(=O)c(C(=O)NCc3ccccc3Cl)c(O)nc12	-1	-5%	/	1%	/	-24%	0%	8%	-1%
CCCC(=O)NC(=S)Nc1cccc(NC(=O)c2ccccc2Cl)c1	-6	-1%	3	1%	0.2	-27%	-5%	0%	-18%
Cc1ccc(NC(=O)c2ccc(CSc3ccccn3)cc2)cc1	-6	2%	3	0%	1.5	?	2%	1%	-11%
CCOC(=O)c1c(S(=O)(=O)N2CCN(c3ccccc3OC)CC2)c(C)n(C)c1C	-4	-6%	/	2%	0.6	-1%	4%	-1%	-20%
Cc1cccc(CCNS(=O)(=O)c2ccc(S(=O)(=O)N3CCCCC3)cc2)c1	-5	2%	-8	-3%	1.4	-1%	1%	8%	-4%
Cc1cc(C(=O)CN2C(=O)C(=O)N(Cc3ccco3)C2=O)c(C)n1CCc1ccccc1	5	-4%	17	-14%	0.2	?	?	-6%	-11%
COc1cc(NC(=S)N2CCC(C(N)=O)CC2)cc(OC)c1	-5	3%	-3	2%	0.1	-15%	0%	1%	-32%
COc1cccc(C(=O)N(Cc2cccnc2)c2nc3c(OC)ccc(C)c3s2)c1OC	-6	-5%	/	-1%	1.3	-9%	-10%	2%	2%
Cc1ccc2c(Cl)c(Cc3ccccc3)c(=S)[nH]c2n1	0	0%	/	1%	/	32µM*	-7%	14%	-34%
COc1ccc(-n2c(-c3ccco3)nc3c(cnn3-c3ccc(Cl)cc3)c2=O)cc1	1	-1%	/	-1%	1.6	0%	1%	-1%	-8%

The list is partial; rates above refer to the full screens.
